FBPA coupling cs: counter-screen for Giardia aldolase inhibitors: coupling enzyme system; coupling enzyme system counterscreen, AmpLite Red fluorescence; activity change, negative = inhibition, % at 58.2 µM, hits read low; 290,000 tested, 0.67% active; in the data active = activity change below about -30%; note: % is set by controls: 0 for no effect and ±100 for the full control effect
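Fluorescence at 525 nm excitation and 598 nm emission measured inhibition of the coupled detection system without aldolase. Compounds (at 57.5 uM final) were preincubated 10 min at room temperature with coupling enzyme reagent before a 20 min substrate/AmpLite Red step.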
KCNH2 3.1 inh: blocks the human KCNH2 3.1 channel isoform; U2OS KCNH2 3.1, thallium flux FluxOr; active compounds read low; activity change, % (tested at about 1.8 µM); 340,000 tested, 0.95% active; AID 720553;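 active = maximum activity change below -70%; inconclusive = maximum activity change from -70% to -50%; inactive = maximum activity change above -50%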;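 note: thallium influx rate constant from kinetic fluorescence after stimulation buffer; % is set by controls: 0 for no effect and ±100 for the full control effect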
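U2OS cells transduced with KCNH2 3.1 mutant virus (1.77 x 10^8 /mL, 4 h), plated overnight at 37 C, loaded 45 min with FluxOr dye plus Red40 quencher. Thallium flux rate constant from kinetic reads after stimulation buffer, normalised to controls.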
NPC1 promoter act: NPC1 promoter activation; Huh7 NPC1 promoter luciferase reporter, 24 h; Potency, µM (doses to about 9.22 µM), without a hit: at the highest dose activation, usual class: activators; 320,000 tested, 2.4% active;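 note: potency is the fitted concentration of half-maximal effect; % of control where 0% means no effect; nearly all actives have a fitted effect of over 60% in size; reporter is driven by a mutant NPC1 promoter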
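Huh7 reporter cells (NPC1 promoter driving luciferase) are dosed with compound for 24 h at 37 °C, 5% CO2; luciferase detection reagent is then added and luminescence measured after 10 min at ambient temperature.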
VP16 counter: inhibits Gal4-VP16 luciferase reporter, ROR gamma counter-screen; Potency, µM (highest dose often 53.6 µM), for the others: top-dose activity, negative = inhibition, most hits filed as inhibitors; 310,000 tested, 3.5% active; Drosophila S2 Gal4-VP16 UAS-luciferase, luminescence, 20 h;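 note: Gal4-VP16 expression switched on by copper sulfate through the metallothionein promoter; potency is the fitted concentration of half-maximal effect; % is set by controls: 0 for no effect and ±100 for the full control effect; nearly all actives have a fitted effect of over 50% in size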
Rab9 promoter act: activates the Rab9 promoter; Potency, µM (top dose mostly 9.22 µM), without a hit: at the highest dose activation, negative = inhibition, hits mostly activators; 320,000 tested, 2.8% active; AID 485297; Huh7 Rab9 promoter-luciferase reporter, luminescence, 24 h; note: potency is the fitted concentration of half-maximal effect; % of control where 0% means no effect; nearly all actives have a fitted effect of over 60% in size
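Using Huh7 cells stably transfected with Rab9 promoter–luciferase, compounds were incubated 24 h at 37 °C, 5% CO2; luciferase luminescence was read 10 min after reagent addition.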
RORg inh: blocks mouse ROR gamma transcriptional activity; Drosophila S2 Gal4-RORgamma UAS-luciferase reporter, 20 h; Potency, µM (top dose mostly 53.6 µM), for inactives: at the top dose activity change, negative = inhibition, most hits filed as inhibitors; 310,000 tested, 5.4% active; note: potency is the fitted concentration of half-maximal effect; % is set by controls: 0 for no effect and ±100 for the full control effect; nearly all actives have a fitted effect of over 60% in size
Target sequence (P51450 whole entry, looked up, the tested form may be a part): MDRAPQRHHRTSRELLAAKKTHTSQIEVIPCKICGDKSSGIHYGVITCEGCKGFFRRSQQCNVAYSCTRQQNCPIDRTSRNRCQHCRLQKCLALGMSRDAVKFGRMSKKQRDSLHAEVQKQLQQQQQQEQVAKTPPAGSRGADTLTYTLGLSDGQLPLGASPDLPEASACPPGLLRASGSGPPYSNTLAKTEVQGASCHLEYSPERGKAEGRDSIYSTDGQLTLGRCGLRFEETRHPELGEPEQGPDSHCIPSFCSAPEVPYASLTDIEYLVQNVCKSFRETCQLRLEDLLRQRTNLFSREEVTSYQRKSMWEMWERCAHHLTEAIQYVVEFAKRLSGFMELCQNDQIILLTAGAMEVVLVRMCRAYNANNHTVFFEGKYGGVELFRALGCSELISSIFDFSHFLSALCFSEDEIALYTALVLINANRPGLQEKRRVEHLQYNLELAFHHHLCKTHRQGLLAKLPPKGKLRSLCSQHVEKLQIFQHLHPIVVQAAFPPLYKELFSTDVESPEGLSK
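Using a luciferase readout, inhibitors were identified by reduced reporter activity in Drosophila cells coexpressing a copper-inducible Gal4–ROR gamma fusion and UAS-driven Photinus luciferase, incubated 20 hr after 700 uM copper sulfate.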
Giardia killer: kills Giardia lamblia; Giardia lamblia trophozoite viability; activity change, % at 7.66 µM, hits read low; 340,000 tested, 0.15% active; in the data active = activity change below about -80%; inconclusive = between about -30% and that limit;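 note: parasites exposed to compound for two days anaerobically before the ATP read; % is set by controls: 0 for no effect and ±100 for the full control effect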
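Media and compound were dispensed first, then trophozoites at 100 cells/well; plates sat 48 hrs at 37 deg C without oxygen before ATP luminescence reagent was added and read after 15-30 min at room temperature.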
Tb PFK block: T. brucei PFK enzyme inhibition. T. brucei PFK, ADP-Glo luminescence. Potency, µM (titrated, usually from 57.5 µM), without a hit: at the top dose activity, negative = inhibition, usual class: inhibitors. AID 485367. 330,000 tested, 0.17% active. O15648;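 note: potency is the fitted concentration of half-maximal effect; 0% = uninhibited 1x PFK enzyme wells and -100% = no-enzyme wells; nearly all actives have a fitted effect of over 60% in size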
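In TEA buffer at pH 8.0 with 5 mM MgCl2, enzyme (1.25 nM) converted F6P (0.5 mM) and ATP (0.1 mM) for 45 min at room temperature. ADP product was read by luciferase luminescence.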
FLuc modulator: firefly luciferase modulation, counter-screen for miR-21 project | Potency, µM (titrated, usually from 57.5 µM), inactives show at the top dose activity change, negative = inhibition, most hits filed as inhibitors | P08659 | 360,000 tested, 6.9% active | purified FLuc, Km substrates, luminescence inhibition;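 note: potency is the fitted concentration of half-maximal effect; plate controls were vehicle for no effect and reference inhibitor for full effect; nearly all actives have a fitted effect of over 55% in size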
Target sequence (P08659 whole entry, looked up): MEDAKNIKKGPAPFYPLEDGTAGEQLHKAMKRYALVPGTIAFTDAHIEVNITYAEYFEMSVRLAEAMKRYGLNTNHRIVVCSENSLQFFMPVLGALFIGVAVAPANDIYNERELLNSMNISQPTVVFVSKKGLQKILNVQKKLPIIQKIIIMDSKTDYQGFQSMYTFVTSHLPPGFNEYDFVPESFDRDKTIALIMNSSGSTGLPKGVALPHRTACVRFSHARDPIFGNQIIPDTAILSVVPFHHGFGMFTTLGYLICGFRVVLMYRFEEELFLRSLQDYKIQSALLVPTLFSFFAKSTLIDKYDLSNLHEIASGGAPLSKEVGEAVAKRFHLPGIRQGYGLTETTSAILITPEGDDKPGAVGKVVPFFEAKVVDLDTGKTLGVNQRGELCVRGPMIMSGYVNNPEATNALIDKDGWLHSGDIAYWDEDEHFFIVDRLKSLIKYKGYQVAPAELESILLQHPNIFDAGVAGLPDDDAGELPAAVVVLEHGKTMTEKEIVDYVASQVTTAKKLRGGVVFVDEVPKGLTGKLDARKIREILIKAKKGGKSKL
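Biochemical qHTS of compounds, final roughly 60 µM downward over six points, against 10 nM purified firefly luciferase using Km concentrations of substrates (10 uM D-luciferin, 10 uM ATP) in Tris acetate pH 7.5 buffer; luminescence output.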
ELG1 genotoxic: genotoxicity induction in ELG1-luciferase HEK293T cells; 330,000 tested, 1.3% active; HEK293T ELG1-luciferase reporter, luminescence, 16 h; AID 504466; Potency, µM (series often up to 46 µM), for the others: at the highest dose activity change, positive = activation, usual class: activators; note: potency is the fitted concentration of half-maximal effect; % of control where 0% means no effect; nearly all actives have a fitted effect of over 60% in size
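16 hr compound incubation (37 °C, 5% CO2) of HEK293T cells carrying luciferase-tagged ELG1; luciferase then measured by ONE-Glo luminescence after 30 min at RT.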
uPA generation: inhibitors of cell surface uPA generation | Potency, µM (top dose mostly 38.3 µM), for inactives: at the top dose activity change, negative = inhibition, actives largely listed as inhibitors | 330,000 tested, 0.31% active | AID 540303 | cell surface uPA generation assay, qHTS; active = well fitted inhibition curve with a large enough effect; inconclusive = small, poorly fitted or top-dose-only effect; inactive = no such curve, though single readings can be large or run the other way; tested in mouse RAW 264.7 cells; note: potency is the fitted concentration of half-maximal effect; % is set by controls: 0 for no effect and ±100 for the full control effect; nearly all actives have a fitted effect of over 55% in size
Active calls of the source: *; ? = inconclusive; nt = not tested or not shown; & = joins results of further samples; [ ] = remark or other dose. Unless noted, calls come from the whole dose curve; as a rule, active = well fitted curve in the direction sought with a large enough effect; inconclusive = small, poorly fitted or top-dose-only effect, or another doubt; inactive = no such curve, though single readings can be large; an effect the other way counts as inactive or inconclusive.

SMILES	FBPA coupling cs	KCNH2 3.1 inh	NPC1 promoter act	VP16 counter	Rab9 promoter act	RORg inh	Giardia killer	Tb PFK block	FLuc modulator	ELG1 genotoxic	uPA generation
CN1C(=O)c2ccc(C(=O)NCc3ccccn3)cc2C1=O	nt	12	-6%	-7%	0%	-6%	-2	0%	-1%	4%	2%
Cc1oc2c(cc(NS(=O)(=O)c3cccs3)c3ccccc32)c1C(=O)OC(C)C	2	-5	-1%	-5%	-20%	?	-2	0%	1%	0%	-2%
CNC(=O)c1cnc(-c2ccccc2)nc1-c1ccccc1	1	-2	1%	10%	-5%	-5%	10	0%	1%	-9%	4%
O=C(CN1CCOCC1)Nc1ncc(Br)cc1Br	-1	7	1%	7%	5%	17%	?	2%	?	-1%	-5%
COc1ccc(C2/C=C\CN(C(=O)Nc3ccccc3-c3ccccc3)CC(=O)N2Cc2ccc(F)cc2)cc1 (stereo not given)	-1&1	-9	2%	6%&14%	-2%	3%&-6%	13&11	5%	2%	-5%	?
Cc1ccc(NC(=S)NCc2cccn2C)cc1	-2	-3	9%	?	12%	4µM*	-12	0%	?	3%	nt
COc1cc(C=O)ccc1OCc1ccc(Cl)nc1	-6	8	-1%	-17%	10%	-28%	26	7%	4.8µM*	?	2%
CC(=O)Nc1c(Br)cc(N2C(=O)CCC2=O)cc1Br	4	-6	-3%	-4%	0%	-7%	-5	-1%	4%	1%	3%
COc1cccc(NC(=O)CCS(=O)(=O)c2cc3c(cc2Cl)NC(=O)CO3)c1	nt	1	-6%	4%	-1%	0%	-2	-2%	2%	3%	-23%
COc1ccc(CNC(=O)OCc2nccnc2C(=O)Nc2ccc(Br)cn2)cc1	nt	-31	3%	-4%	22%	-30%	20	1%	1%	12%	-6%
CCC1COCCS(=O)(=O)N1Cc1ccc(Cl)cc1 (stereo not given)	2	3	2%	2%	-1%	-18%	7	5%	4%	-5%	14%
COc1ccc(NS(=O)(=O)c2cccc(NC(=O)CCC(=O)c3cccs3)c2)cc1	-2	9	0%	-10%	-2%	?	-4	-6%	1%	-3%	3%
COc1ccccc1N1C(=O)CC(Sc2nccc(C)n2)C1=O (stereo not given)	0	-8	6%	?	-1%	11µM*	-10	0%	2%	0%	2%
O=C(O)c1ccc2c(c1)C(=O)N(c1ccccc1-c1ccccc1)C2=O	9	2	2%	-11%	-3%	-1%	-6	1%	0%	0%	1%
CCCCn1c(N)c(N(CCOC)C(=O)CSc2nnc(-c3ccc(F)cc3)n2N)c(=O)[nH]c1=O	nt	1	-2%	nt	3%	nt	7	-4%	1%	0%	1%
CCOC(=O)c1ccc(COC(=O)c2cc3ccccc3oc2=O)o1	4	-2	0%	22%	0%	18%	-8	6%	?	?	4%
CCOC(=O)C1CCN(C(=O)c2ccccc2NC(=O)c2ccc(Cl)cc2)CC1	1	-17	0%	2%	-1%	0%	-2	0%	-2%	0%	-1%
CC(=O)N1CCC(N(C(=O)Nc2c(F)cccc2F)C(C)C)CC1	5	5	6%	-5%	2%	2%	-7	2%	1%&-1%	3%	10%
CC1CC(C)CN(C(=O)C(NS(=O)(=O)c2ccc3c(c2)oc(=O)n3C)C(C)C)C1 (stereo not given)	1	-10	0%	-2%	1%	-3%	5	-2%	1%	0%	3%
COCCCNC(=O)CC1C(=O)N(Cc2ccccc2)C(C)c2nc3ccccc3n21 (stereo not given)	3	nt	-2%	-1%	-7%	-12%	-25	0%	6%	1%	-4%
CCOC(=O)N1CCN(C(=O)CSc2nnc3[nH]c(=O)c(C)c(C)n23)CC1	nt	4	-2%	nt	-3%	nt	3	-2%	1%	8%	7%
Cc1cc(C)c(S(=O)(=O)N2CCC(C(=O)NCc3ccco3)CC2)c(C)c1	7	-10	nt	12%	nt	-13%	4	nt	-1%	nt	-4%
Cc1ccc(Cl)cc1N1CCN(C(c2cccnc2)c2nnnn2C2CCCCC2)CC1 (stereo not given)	1	-7	1%	-2%	2%	4%	9	?	3%	-15%	12%
O=C(Nc1ccc(Cl)cc1)Nc1ccc(N2CCOCC2)cc1	0	-7	16%	9%	25%	21%	-3	-27%	-6%	13%	0%
CC(=O)N1c2ccc(S(=O)(=O)NCCC(=O)NC3CCCC(C)C3C)cc2CC1C (stereo not given)	nt	-15	-1%	-8%	-1%	37%	4	-10%	-1%	-3%	-6%
The list goes on.
SMILES	FBPA coupling cs	KCNH2 3.1 inh	NPC1 promoter act	VP16 counter	Rab9 promoter act	RORg inh	Giardia killer	Tb PFK block	FLuc modulator	ELG1 genotoxic	uPA generation
CCN(C(=O)c1c(N)cnn1C)c1ccccc1	-2	-11	0%	-1%	-4%	-10%	-8	-3%	-2%	8%	-2%
CCOC(=O)c1ccc(S(=O)(=O)N2CCN(Cc3cc4c(cc3O)OCO4)CC2)cc1	nt	1	-4%	nt	2%	nt	-3	-7%	5%	1%	2%
C=CCn1c(SCC(=O)c2[nH]c(C)c(C(=O)OCC)c2C)nc2scc(-c3ccc(OC)cc3)c2c1=O	3	6	-9%	-2%	-20%	-12%	5	0%	6%	?	-1%
O=C1Nc2ccccc2C1=Nc1ccc(-c2nnc3n2CCCCC3)cc1	-4	-7&0	4%	5%	6%	10%	-4&-1	-4%	4%[2.3 µM]	-5%	4%&1%
O=C(O)c1cc(S(=O)(=O)Nc2ccc3cn[nH]c3c2)ccc1Cl	nt	-12	nt	nt	nt	nt	-15	1%	nt	3%	-1%
Cc1cccc(N2CCN(C(=O)c3ccc4c(c3)OCCO4)CC2)c1C	3	-1	-3%	-16%	0%	15%	3	-6%	-15%	-4%	-3%
Cc1cccc(N(O)C(=O)Nc2cccc(Cl)c2)c1	0	-21	24%	?	28%	?	-3	-10%	17µM*	?	-1%
CCCOc1c(Br)cc(C(=O)NCC)cc1OC	0	-15	1%	3%	-49%[inhibitor]	22%	6	-3%	-1%	2%	-7%
CN1C(=O)c2ccccc2Sc2ccc(NC(=O)N3CCCC3)cc21	2	-3	0%	-4%	0%	35%	3	3%	3%	0%	2%
S=C(NCCCn1ccnc1)Nc1ccc(Cl)cc1Cl	4	3	0%	-9%	2%	2%	6	-7%	1%	-3%	-3%
O=C(CNc1ccc(C(F)(F)F)cc1[N+](=O)[O-])OCC(=O)c1ccccc1	-4	11	-3%	-15%	5%	34%	-15	2%	1%	2%	5%
O=C(CCC(=O)c1ccc(Cl)cc1)OCc1nc2ccsc2c(=O)[nH]1	nt	-16	1%	nt	-6%	nt	10	4%	2%	3%	1%
O=C(Nc1ccc(F)cc1F)c1ccccc1-c1ccccc1	-2	-4	-3%	-15%	-4%	-39%	3	-5%	-2%	2%	-5%
CCCC1(C)SC(NC(C)=O)=NN1C(C)=O (stereo not given)	0	-6	-1%	-6%	4%	-3%	14	-2%	5%	3%	3%
Cc1ccc(C(=O)NCCSc2ccc(Cl)cc2)cc1[N+](=O)[O-]	-3	0	-4%	3%	3%	44%	4	0%[0.46 µM]	6%	-3%	-2%
NS(=O)(=O)c1ccc(N/N=C/c2ccccn2)c([N+](=O)[O-])c1	0	41	-4%	-22%	-2%	2%	7	3%	-1%	?	8%
Cc1ccc(NC(=O)C2CCN(S(=O)(=O)c3cccc4nonc34)CC2)cc1	1	4	1%	8%	0%	23%	-11	-2%	-1%	-5%	5%
COc1ccccc1NC(=O)CSc1nnc(C)n1Cc1ccccc1	1	7	1%	-5%	15%	19%	5	-1%	1%	-1%	7%
COc1ccc2[nH]c(C(=O)O)c(NS(=O)(=O)c3ccc(OC)c(OC)c3)c2c1	2	-6	8%	7%	2%	10%	4	-1%	-12%	-5%	0%
Cc1ccc(N(CC(=O)NCc2ccc(F)cc2)C(=O)c2ccco2)cc1C	3	3	-2%	2%	1%	21%	6	0%	-1%	-7%	14%
O=c1ccc(-c2ccccc2)nn1Cc1ccc(F)cc1	-1	11	0%	-15%	3%	8%	21	-11%	-17%	0%	-13%
CCOC(=O)c1c(NC(=O)CSc2nc3ccccc3s2)sc(C(C)=O)c1C	nt	-3	-1%	?	0%	-2%	-8	1%	0%	-4%	-16%
O=C(NCCCl)NNc1c(Cl)cc(Cl)cc1Cl	0	7	-3%	3%	3%	-29%	-1	-4%	-2%	0%	1%
O=C(CN(Cc1ccco1)C(=O)c1ccc(Cl)cc1)Nc1ccc(Cl)c(Cl)c1	0	11	-6%	-8%	-4%	?	2	1%	-2%	-5%	-1%
Clc1ccc(-c2ccc(/C=N/Nc3cc(N4CCOCC4)nc(N4CCOCC4)n3)o2)cc1	-7	-95*	-6%	12%	-1%	?	-3	0%	0%	-6%	-6%
CC(C)C[C@H](NC(=O)N1CCn2c1nc1ccccc12)C(=O)NCc1ccccc1	0	-3	-1%	-4%	3%	2%	6	-2%	0%	-3%	-9%
CNc1ccccc1	nt	4	0%	6%	-3%	-20%	17	8%	1%	3%	3%
Cn1c(CCNC(=O)c2ccccc2)nc2cc(NC(=O)c3ccco3)ccc21	3	2	21%	-10%	28%	?	12	-3%	?	?	nt

Screening data from PubChem BioAssay.
